Hep lipid drop = modulators of hepatic lipid droplet formation | AML12 mouse hepatocytes, oleate lipid droplets, BODIPY imaging | inhibition, % at 6.5 µM | 0.4% of 240,000 active | AID 1656;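 active means lipid droplet intensity inhibited by at least 50%, with more than 500 cells counted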
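Test system: AML12 mouse liver cells; schedule: overnight exposure; technique: high-content imaging of BODIPY-stained droplets and DAPI nuclei; read-out: % inhibition of corrected integrated BODIPY droplet signal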
TNAP activators = human TNAP enzyme activators, primary screen, biochemical, luminescent, no phosphate acceptor, uHTS (AID 1001); activation fold at 20 µM, or EC50 in µM where a hit was titrated; 0.03% of 200,000 active; purified TNAP, luminescent activation assay, no phosphate acceptor; higher activation fold means a stronger effect; in the data active means activation fold from about 3, or a potency from the dose series; inactive means the rest, 99 in 100 with activation fold below about 1.6; further: many of its hits are not listed in these tables
MT stabilize HCS = stabilizes microtubules in HeLa cells | % tubulin-high responders, % at 10 µM | HeLa tubulin immunostaining HCS, 24 h; share of cells brighter than vehicle mean+2SD | 0.83% of 200,000 active;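 active means plate Z-score above 3 for both tubulin-high and condensed-nucleus cell shares, with cell loss under 80%, at 10 µM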;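 further: anti alpha tubulin signal scored within the nucleus-defined area of each cell; some results filed as inactive read as strong as hits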
Autophagy mod = autophagy modulation, high-content screen; MEF GFP-LC3 puncta imaging; test concentration mostly 10 µM; calls only at 10 µM (by protocol); 0.98% of 190,000 active;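 active means percentage of spot-positive cells more than 3 SD above its plate mean, without a fluorescence outlier flag or 80% toxicity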;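 further: spot-positive cell cutoff set from DMSO-treated cells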
Ins promoter up = MIN6 insulin promoter up-regulation; MIN6 insulin promoter-GFP reporter, high-content imaging; stronger effect = higher value; z-score at 5 µM; 0.3% of 190,000 active; AID 1625;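 active means z-score above 3 at 5 µM with at least 500 cells counted in the well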
human PMI inhibition = inhibitors of human PMI, primary screen, biochemical, fluorescence intensity, coupled assay (AID 1209); purified PMI enzyme, coupled fluorescence intensity; higher % means a stronger effect; inhibition, % at 20 µM; hits with a dose series show IC50 in µM; 0.42% of 190,000 active;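 further: plate controls were DMSO vehicle for no effect and wells lacking substrate for full effect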
T cell modulator = T cell immune modulators affecting CD8 T cell-vesicle binding; 2C CD8+ T cell-vesicle binding, flow cytometry; stronger effect = lower value; calls only at 7 µM; 0.068% of 330,000 active;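 active means response, share of CD8 T cells binding vesicles, and their 90th percentile fluorescence all below set limits, cut at about 80% in these data, passing the limit was not always enough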
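Material: 2C TCR transgenic mouse naive CD8+ T cells, MACS-purified. Also added: QL9-charged Drosophila Ld/ICAM-1/B7-1 vesicles. Timing: binding 1.5 h at 37 °C. Measured by: high-throughput flow cytometry with anti-B7-1 and anti-CD8 staining. Read-out: percent CD8+ FL2 mean versus row control. Controls: Unloaded micro-vesicles (low), QL9 vesicles with 0.7% DMSO (high).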
bCat nuc transl = alters nuclear translocation of beta-catenin in HeLa cells | immunofluorescence imaging | nuclear translocation activity, % at 5 µM | 0.3% of 190,000 active;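 active means nuclear translocation activity above 50% at 5 µM, with a well cell count of 50 or more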;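 further: per-cell ratio of nuclear to cytoplasmic median beta-catenin stain intensity; plate controls were DMSO negative control for no effect and GSK-3 inhibitor IX positive control for full effect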
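System: HeLa cells, endogenous beta-catenin; compound dosing: 5 µM primary single dose, 0.1% DMSO, 0.02–20 µM confirmation series; incubation: 24 h compound exposure at 37°C, 5% CO2; signal: beta-catenin immunofluorescence imaging with DAPI; evaluation: % activation, nuclear-to-cytoplasmic median beta-catenin signal ratio per cell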
human PMI inhibitors = MPI inhibition at elevated mannose 6-phosphate – biochemical, fluorescence intensity, high mannose 6-phosphate, primary screen (AID 1220). recombinant PMI enzyme, coupled fluorescence intensity; higher % means a stronger effect. one-dose inhibition, % at 20 µM; IC50 in µM for titrated hits. 0.66% of 190,000 active
Ins promoter up cell count = also measured in Ins promoter up; calls as there; cell count; measured here: cytotoxicity, nuclei count;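 total cells summed across four imaged fields per well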
Hep lipid drop cells 6.5 µM = recorded beside Hep lipid drop, whose call it bears; cell count; measured here: cell count, cytotoxicity flag;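 cells counted across two imaged fields per well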
bCat nuc transl cell count 5 µM = also measured in bCat nuc transl; calls as there; cell count; measured here: cell count, cytotoxicity flag
T cell modulator vesicle-bound % = also measured in T cell modulator; calls as there; double positive events, %; measured here: CD8+ vesicle-bound cell fraction;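 binding gate set so that unloaded-vesicle control wells show 10% double positive cells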
MT stabilize HCS Hoechst-high % = second read-out of MT stabilize HCS, no call of its own (marks repeat the call); % Hoechst-high responders; measured here: nuclear condensation Hoechst responders;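 share of cells brighter than vehicle mean plus two SD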
MT stabilize HCS cytotoxicity % = second read-out of MT stabilize HCS, no call of its own (marks repeat the call); toxicity, %; measured here: cytotoxicity by cell density;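 0% = mean cell density of plate MIN control wells and 100% = no cells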
Autophagy mod cell loss 18 h = also measured in Autophagy mod; calls as there; toxicity, %; measured here: cell loss, nuclei count;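 cell loss after 18 h compound exposure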
* marks the source's active call; other numbers are inactive results; i = inactive; . = not tested or not shown. Unless noted, no stated cut-off is given here; in the data, active means inhibition above about 50%; inactive means the rest. The order is random; overall some 2.9% were active at least once.

SMILES	Hep lipid drop	Hep lipid drop cells 6.5 µM	TNAP activators	MT stabilize HCS	MT stabilize HCS Hoechst-high %	MT stabilize HCS cytotoxicity %	Autophagy mod	Autophagy mod cell loss 18 h	Ins promoter up	Ins promoter up cell count	human PMI inhibition	T cell modulator	T cell modulator vesicle-bound %	bCat nuc transl	bCat nuc transl cell count 5 µM	human PMI inhibitors
CC1=C(C(=O)N(C)C)C(c2ccc(C)s2)NC(=S)N1 (stereo not given)	7	722	1.1	1.4	0.9	0.0	i	1	-0.09	1327	-8%	i	36	-0.8	1094	1%
CCOC(=O)N1CCN(C(=O)C2CCN(C(=O)c3cc(OC)cc(OC)c3)CC2)CC1	11	615	1.1	3.2	1.7	1.8	i	26	1.2	1196	-5%	i	5	6.0	439	-5%
COc1cccc(C(=O)Oc2c(CN3CCOCC3)cc(Cl)c3cccnc23)c1	-3	749	1.1	3.4	1.5	0.9	i	32	-1.3	778	24%	i	36	-1.0	1227	24%
Cc1nn(CC(O)Cn2cnc3c2c(=O)n(C)c(=O)n3C)c(C)c1Br (stereo not given)	1	736	1.1	3.6	2.7	5.4	i	27	-0.13	1291	9%	i	42	.	.	7%
CCN(CC(=O)Nc1c(C(=O)OC)[nH]c2ccc(C)cc12)c1ccc2c(c1)OCO2	.	.	1.1	2.2	1.3	15	i	-2	-0.36	1114	3%	i	30	1.4	1231	18%
COc1ccc2c(c1)OC(c1ccccc1)(C(F)(F)F)NC2=O (stereo not given)	5	614	1.1	4.6	3.0	5.8	i	14	0.44	1576	12%	i	7	-0.8	1074	12%
O=C(CN1CCOCC1)n1c2ccccc2c2ccccc21	.	.	1.1	1.4	0.7	4.0	i	6	.	.	-5%	i	40	.	.	-6%
C[C@H]1CC[C@H]2C(=O)N3[C@H](c4cccc(N5CCCC5=O)c4)[C@@H](C)CC[C@H]3C(=O)N2[C@@H]1c1cccc(N2CCCC2=O)c1	-27	742	1	1.4	3.3	11	i	-25	0.51	1099	-17%	i	36	-3.8	590	-12%
CCN1CCN(C(=S)c2ccc(OC)cc2)CC1	-7	738	1.1	5.3	2.3	5.0	i	26	-0.02	1636	-5%	i	59	-0.4	975	-3%
Cc1ccccc1NC(=O)N1CCc2ccccc2C1	2	729	1.1	1.3	1.3	3.8	i	21	.	.	6%	i	34	-0.1	1482	5%

By substructure, the compounds so far with four or more nitrogen atoms
SMILES	Hep lipid drop	Hep lipid drop cells 6.5 µM	TNAP activators	MT stabilize HCS	MT stabilize HCS Hoechst-high %	MT stabilize HCS cytotoxicity %	Autophagy mod	Autophagy mod cell loss 18 h	Ins promoter up	Ins promoter up cell count	human PMI inhibition	T cell modulator	T cell modulator vesicle-bound %	bCat nuc transl	bCat nuc transl cell count 5 µM	human PMI inhibitors
Cc1nn(CC(O)Cn2cnc3c2c(=O)n(C)c(=O)n3C)c(C)c1Br (stereo not given)	1	736	1.1	3.6	2.7	5.4	i	27	-0.13	1291	9%	i	42	.	.	7%
C[C@H]1CC[C@H]2C(=O)N3[C@H](c4cccc(N5CCCC5=O)c4)[C@@H](C)CC[C@H]3C(=O)N2[C@@H]1c1cccc(N2CCCC2=O)c1	-27	742	1	1.4	3.3	11	i	-25	0.51	1099	-17%	i	36	-3.8	590	-12%

(continued)
SMILES	Hep lipid drop	Hep lipid drop cells 6.5 µM	TNAP activators	MT stabilize HCS	MT stabilize HCS Hoechst-high %	MT stabilize HCS cytotoxicity %	Autophagy mod	Autophagy mod cell loss 18 h	Ins promoter up	Ins promoter up cell count	human PMI inhibition	T cell modulator	T cell modulator vesicle-bound %	bCat nuc transl	bCat nuc transl cell count 5 µM	human PMI inhibitors
O=S1(=O)N=C(Nc2ccc(N3CCOCC3)c(Cl)c2)c2ccccc21	2	693	1	2.3	2.2	3.0	i	16	.	.	4%	i	61	0.0	887	8%
O=C(CCCCCNC(=O)c1ccccc1)C[N+](=O)[O-]	-19	692	1.1	1.6	2.1	4.3	i	-5	-0.98	1349	6%	i	33	-0.2	1138	9%
COc1cccc(C2CCCN2Cc2nc(CC3CC3)no2)c1 (stereo not given)	0	723	1.1	4.8	1.1	10	i	-14	2.7	1509	4%	i	29	-2.6	1073	-3%
COc1ccc(N(CC(=O)Nc2ccccc2C(=O)NCCc2ccccc2)S(C)(=O)=O)cc1OC	6	765	1.1	1.5	1.2	8.6	i	28	-0.15	951	9%	i	11	-1.1	1204	0%
CSc1nc(N(C)C)c2ccccc2n1	5	678	1	4.2	2.8	3.4	i	13	-0.15	1426	-2%	i	22	1.3	1410	-4%
CS(=O)(=O)N(CC(=O)N1CCN(c2cccc(Cl)c2)CC1)C1CCCCC1	-46	658	1	3.2	3.3	6.3	i	2	0.8	1178	10%	i	40	.	.	6%
C=CCN1C(=O)C2(/C(=C(\O)c3ccc4c(c3)OCCO4)C(=O)C(=O)N2CCCOC)c2ccccc21 (stereo not given)	-38	586	1.1	1.7	2.1	8.6	i	4	0.63	1334	0%	i	39	.	.	-14%
COc1ccc(-c2cc(C(F)(F)F)nc(SCC(=O)NCCCN3CCOCC3)n2)cc1	-23	706	1	2.7	1.5	6.9	i	7	0.05	1495	2%	i	55	1.7	1590	-1%
Cc1ccc(C(=O)N2CCC(C(N)=O)CC2)cc1C	-11	605	1	3.8	2.0	3.7	i	-11	0.39	1172	8%	i	32	.	.	-7%
CC(NC(=O)c1ccccc1O)c1ccccc1 (stereo not given)	0	816	1	1.7	1.6	6.5	i	1	0.42	765	6%	i	13	0.1	1140	7%
CN(C)c1ccc(CN(C(=O)COc2ccc(F)cc2)C2CCS(=O)(=O)C2)cc1 (stereo not given)	.	.	1	2.6	1.6	6.1	i	8	0.34	1616	4%	i	28	-0.6	1310	5%
CCN(CC)CCNC(=O)Cn1ncc2ccccc2c1=O	12	667	.	.	.	.	.	.	0.04	1059	.	i	23	-0.4	1331	.
Cc1cc(-c2nnc(CCC(=O)NC(C)c3ccc(F)cc3)o2)no1 (stereo not given)	-10	711	1.1	1.5	1.7	10	i	17	.	.	-5%	i	38	-0.7	991	-2%
NNC(=O)c1sc2nc(N3CCOCC3)c3c(c2c1N)CCCC3	-30	697	.	.	.	.	.	.	0.91	977	.	i	25	0.5	1319	.
COc1cccc(C(=O)N/N=C(/CCC(=O)O)c2ccccc2)c1	4	653	1.1	1.6	2.1	2.0	i	-7	-0.11	1244	-3%	i	54	-0.2	1024	-6%
C#CCNC(=O)C1=C[C@@H](c2ccc(C(F)(F)F)cc2)[C@H](CCCO)[C@@H](OCC)O1	3	705	1.1	3.1	1.3	8.6	i	0	0.03	1395	2%	i	38	-2.1	1207	-3%
COc1ccc(Cl)cc1NC(=O)c1ccco1	-1	770	1.1	1.4	0.1	23	i	-4	-0.19	1272	3%	i	53	-0.4	1067	0%
Cc1nc(-c2ccc3c(c2)OCO3)cs1	.	.	1.1	4.2	3.0	8.3	i	17	-1.5	1617	2%	i	13	0.3	1343	-1%
CCCc1ccc(OCC(=O)O)cc1	4	595	1	2.4	3.7	4.2	i	0	0.21	2064	16%	i	15	-1.7	1074	19%
Cc1noc(C)c1COc1cccc(C(=O)Oc2ccc3c(c2)OCO3)c1	-4	586	1.1	2.1	2.0	4.2	i	15	-0.01	1982	16%	i	14	-0.7	1060	7%
N#Cc1c2n(c3c(=O)n(Cc4ccccc4)cnc13)CCCC2	-1	698	1.1	3.1	3.8	23	i	3	-0.03	1313	2%	i	10	0.1	1026	3%
COc1nc(-c2cccs2)cc(-c2ccc(C)cc2)c1C#N	.	.	1.1	42*	29*	29*	i	21	-0.48	1405	-4%	i	49	-2.1	1363	2%
Cc1ccc(/C([O-])=C(/C(=S)Nc2ccc(SC(F)F)cc2)[n+]2ccccc2)cc1[N+](=O)[O-]	16	705	1.1	4.0	1.0	20	i	-10	0.51	1015	28%	i	50	2.5	1125	13%
O=C(CSc1nnnn1-c1cccnc1)NCc1cccs1	.	.	1	4.0	2.1	9.5	i	5	-0.16	1103	0%	i	39	-1.1	940	8%
c1ccc(OCCCN2CCCC2)cc1	23	798	1.2	1.7	1.2	11	i	-12	0.74	891	-6%	i	31	.	.	-11%
Cc1nc(-c2ccc(S(=O)(=O)N3CCCCCC3)cc2)cs1	.	.	1.2	1.4	3.1	12	i	2	.	.	5%	i	35	-1.3	1008	-1%
C=CCSc1nc2ccccc2n1C(=O)/C=C/c1ccc(OC)c(OC)c1	.	.	1	2.8	2.3	11	i	-32	.	.	4%	i	2	.	.	6%
Cc1c(NC(=S)Nc2ccc(Cl)cc2)c(=O)n(-c2ccccc2)n1C	10	719	1	2.7	1.2	7.5	i	-8	-0.12	1554	6%	i	28	-0.4	1503	1%
CC12CCC(C(=O)NCC3CCCO3)(OC1=O)C2(C)C (stereo not given)	-12	734	1.1	4.9	2.4	3.0	i	1	-0.22	1368	5%	i	45	-0.8	1083	2%
O=c1c([N+](=O)[O-])c(N2CCOCC2)c2ccccc2n1-c1ccccc1	8	699	1.1	2.6	2.8	5.3	i	9	0.03	1140	.	i	16	1.4	1566	.
O=C(O)CSC1c2ccccc2C(=O)N1Cc1ccccc1 (stereo not given)	.	.	1.1	5.2	2.1	4.6	i	-5	-0.88	1372	-2%	i	20	-1.5	732	0%
O=C(Nc1ccc(-c2nc3ccccc3[nH]2)cc1)c1ccco1	25	714	1.1	3.9	3.0	4.3	i	13	0.46	1714	11%	i	41	0.6	1069	5%
COc1ccc(NC(=O)c2cc3c(Cl)nc4ccccc4c3s2)cc1OC	15	613	1.1	13	3.6	8.5	i	4	.	.	13%	i	8	0.3	1032	4%
COc1ccc(N2C(=O)CC(NNC(=O)c3cccnc3)C2=O)cc1 (stereo not given)	6	666	.	.	.	.	.	.	-0.43	1100	.	i	27	-0.5	1252	.
O=C(Nc1ccc(S(=O)(=O)Nc2nccs2)cc1)c1cnc(Cl)c(Cl)c1	13	661	.	.	.	.	.	.	1.2	917	.	i	34	0.7	1289	.
COc1cccc(C(=O)N2CCC(N3CC(C)OC(C)C3)CC2)c1 (stereo not given)	-10	721	1.1	2.5	3.8	10.0	i	-2	0.14	1489	-1%	i	39	-1.3	933	0%
